High-throughput results as filed in PubChem BioAssay.
KDM4C inh – inhibitors of GASC-1 (KDM4C) histone demethylase, primary screen, biochemical, single concentration HTS; Lysine-specific demethylase 4C (Homo sapiens), Q9H3R0; GST-KDM4C 2-372, H3K9me3 peptide, LANCE TR-FRET; inhibition, % at 12.5 µM; 0.15% of 96,000 active; AID 720574, 2013;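 active means mean replicate inhibition above about 25%, with at least 55% of replicates also reaching it, limit read from the data, passing the limit was not always enough; inconclusive means only one of those two conditions met; inactive means neither condition met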
Target sequence (Q9H3R0 2-372 limits assumed): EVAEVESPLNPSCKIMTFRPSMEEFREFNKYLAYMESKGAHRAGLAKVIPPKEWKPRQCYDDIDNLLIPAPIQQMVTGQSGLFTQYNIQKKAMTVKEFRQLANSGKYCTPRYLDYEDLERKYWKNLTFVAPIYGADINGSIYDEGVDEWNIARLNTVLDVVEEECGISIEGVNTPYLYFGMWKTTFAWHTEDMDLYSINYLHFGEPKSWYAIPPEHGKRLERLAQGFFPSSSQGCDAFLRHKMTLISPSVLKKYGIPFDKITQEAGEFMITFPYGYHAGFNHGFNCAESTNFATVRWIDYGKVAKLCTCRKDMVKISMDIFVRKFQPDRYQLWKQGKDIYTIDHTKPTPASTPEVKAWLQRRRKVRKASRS
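System: N-terminal GST-fused human GASC-1 (KDM4C) fragment, residues 2-372; amount: enzyme final amount 10 nM; incubation: reaction 30 min RT, detection step 1 h RT; medium: HEPES buffer, pH 7.5, plus ascorbate; technique: LANCE TR-FRET, Eu antibody, ULight-streptavidin, EDTA, ex 340 nm, em 618/671 nm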
C diff HTS – C. difficile growth inhibitors, primary screen, HTS. Clostridium difficile clinical isolate growth, OD600, 24 h; stronger effect = lower value. AID 1259249, 2017. 0.25% of 86,000 active. growth activity, negative = inhibition, % at 16 µg/mL (by protocol);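 active means mean growth activity at or below -80% and every replicate also at or below -80%; inconclusive means mean at or below -80% but some replicate above -80%; inactive means mean growth activity above -80%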;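 further: 0% = DMSO wells and -100% = levofloxacin 16 µg/mL wells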
Tcruzi prolif – T. cruzi intracellular proliferation inhibitors, primary screen, cell-based, beta-gal Tulahuen parasites, NIH3T3 host, luminescence | T. cruzi beta-gal in NIH3T3, GalScreen luminescence, 90 h | inhibition, % at 8.34 µM | 5.9% of 77,000 active;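 active means mean inhibition above about 93%, with at least 55% of replicates each passing it, limit read from the data, passing the limit was not always enough; inconclusive means only one of those two conditions holds; inactive means neither condition holds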
Pf Dd2 inh – P. falciparum Dd2 growth inhibitors, primary screen, SYBR Green fluorescence, single dose replicates | 72 h; stronger effect = lower value | activity change, % at 10 µM | 2.3% of 94,000 active; in the data active means activity change below about -80%; inconclusive means no clear call, values can overlap the other calls
Numbers without * were called inactive; ? = inconclusive; nt = no result given; & = joins results of further samples.

SMILES	KDM4C inh	C diff HTS	Tcruzi prolif	Pf Dd2 inh
C[C@H]1CN([C@@H](C)CO)C(=O)Cc2cc(NC(=O)Nc3ccc(C(F)(F)F)cc3)ccc2O[C@@H]1CN(C)C(=O)Nc1ccc(C(F)(F)F)cc1	-1.1	-10.3	3.7	-59.4
C[C@@H]1CN([C@H](C)CO)C(=O)c2cccc(NS(=O)(=O)c3cccs3)c2O[C@H]1CN(C)S(=O)(=O)c1ccccc1	0.2	nt	-16.0	13.8
CN(C)C(=O)C[C@H]1C=C[C@@H](NC(=O)Nc2cccc(F)c2)[C@@H](CO)O1	-1.6	-0.5	-56.3	1.6
CO[C@H]1CN(C)C(=O)c2ccc(NS(=O)(=O)CC(F)(F)F)cc2OC[C@H](C)N(C(=O)NC(C)C)C[C@H]1C	-0.2	nt	32.0	nt
CN1C(=O)c2cc(NC(=O)C3CCOCC3)ccc2OC[C@@H]2O[C@@H](CC(=O)NC3CCCC3)CC[C@H]21	-0.3	1.5	-8.6	13.5
C/C=C/c1ccc2c(c1)O[C@H](CN(C)C(=O)Nc1ccc(C(F)(F)F)cc1)[C@H](C)CN([C@@H](C)CO)S2(=O)=O	-0.9	3.4	?	-17.0
O=C(C[C@@H]1C=C[C@@H](NC(=O)C2CC2)[C@@H](CO)O1)NCCc1cscn1	4.7	-0.8	nt	6.7
C[C@@H]1CN([C@@H](C)CO)C(=O)c2cc(-c3ccc(F)cc3)cnc2O[C@@H]1CN(C)CC1CCOCC1	-0.8	1.6	39.8	24.8
CC(C)c1cn(CC[C@H]2CC[C@H](NS(=O)(=O)Cc3ccccc3)[C@H](CO)O2)nn1	-2.5	nt	-1.5	20.3
Cc1noc(C)c1NC(=O)Nc1ccc2c(c1)C(=O)N([C@H](C)CO)C[C@@H](C)[C@@H](CN(C)S(=O)(=O)c1cn(C)cn1)OCCCC[C@H](C)O2	0.7	-5.5	-5.9	6.9
COc1ccc(S(=O)(=O)N(C)C[C@H]2Oc3c(NC(=O)c4ccncc4)cccc3C(=O)N([C@H](C)CO)C[C@H]2C)cc1	0.9	nt	91.0	1.3
COc1ccc(S(=O)(=O)N(C)C[C@H]2Oc3ccc(NS(=O)(=O)c4ccc(Cl)cc4)cc3C(=O)N([C@@H](C)CO)C[C@H]2C)cc1	-0.7	nt	-72.4	20.7
C[C@@H]1CN([C@@H](C)CO)C(=O)c2ccccc2-c2ccccc2CO[C@H]1CN(C)S(=O)(=O)c1cccc(F)c1	-0.5	1.0	29.9	47.9
CN(C)CC(=O)N1CCCCN2[C@H](C1)[C@H](c1ccc(/C=C/c3ccccc3)cc1)[C@@H]2CO	-0.6	5.9	74.7	-4.9
Cc1noc(C)c1NC(=O)Nc1ccc2c(c1)C(=O)N([C@@H](C)CO)C[C@@H](C)[C@H](CN(C)S(=O)(=O)c1ccc(F)cc1)O2	5.2	-6.7	6.2	7.5
COCC(=O)N1CCC2(CC1)CN(Cc1cccc(Cl)c1)[C@@H](CO)c1[nH]c3cc(OC)ccc3c12	0.0	-0.7	nt	-27.5
CN(C)C(=O)c1ccc(-c2ccc([C@H]3[C@@H](C#N)N(C(=O)Cc4ccccn4)[C@H]3CO)cc2)cc1	0.4	-0.1	37.1	-10.9
C[C@@H]1CN([C@H](C)CO)C(=O)c2cccc(NC(=O)CCCCCC(=O)Nc3ccccc3N)c2O[C@H]1CN(C)C(=O)Nc1cccc2ccccc12	2.6	-0.8	nt	-73.0
Cc1noc(C)c1NC(=O)N(C)C[C@@H]1OCCCC[C@@H](C)Oc2ccc(NC(=O)c3ccncc3)cc2C(=O)N([C@H](C)CO)C[C@@H]1C	-4.0	1.3	11.8	38.6
C[C@@H]1CN([C@H](C)CO)C(=O)c2cccc(NS(=O)(=O)c3cccs3)c2O[C@@H]1CN(C)C(=O)NC1CCCCC1	-2.3	nt	11.3	-0.5
COCCNC(=O)C[C@@H]1CC[C@@H]2[C@@H](COc3ccc(NC(=O)COC)cc3C(=O)N2C)O1	1.3	-15.3	42.5	-5.5
CCC(=O)Nc1ccc2c(c1)C(=O)N(C)[C@@H]1CC[C@@H](CC(=O)NCCc3ccccc3)O[C@@H]1CO2	?	3.5	17.9	7.6
COc1cccc(-c2ccc([C@@H]3[C@H]4CN(C(=O)NC(C)C)CCCCN4[C@H]3CO)cc2)c1	-0.1	-1.9	74.6	32.6
Cc1noc(C)c1NC(=O)N[C@H]1CC[C@@H](CC(=O)N2CCN(C)CC2)O[C@@H]1CO	-1.1	-6.7	-7.0	-29.0

One compound at a time (already shown). Order of screens: KDM4C inh, C diff HTS, Tcruzi prolif, Pf Dd2 inh
`C[C@@H]1CN([C@@H](C)CO)C(=O)c2ccccc2-c2ccccc2CO[C@H]1CN(C)S(=O)(=O)c1cccc(F)c1` is listed with -0.5, 1.0, 29.9, 47.9
`CN(C)CC(=O)N1CCCCN2[C@H](C1)[C@H](c1ccc(/C=C/c3ccccc3)cc1)[C@@H]2CO` is listed with -0.6, 5.9, 74.7, -4.9
`C[C@@H]1CN([C@H](C)CO)C(=O)c2cccc(NS(=O)(=O)c3cccs3)c2O[C@@H]1CN(C)C(=O)NC1CCCCC1` is listed with -2.3, nt, 11.3, -0.5
`COCCNC(=O)C[C@@H]1CC[C@@H]2[C@@H](COc3ccc(NC(=O)COC)cc3C(=O)N2C)O1` is listed with 1.3, -15.3, 42.5, -5.5

The list continues:
SMILES	KDM4C inh	C diff HTS	Tcruzi prolif	Pf Dd2 inh
COc1cccc(-c2cnc3c(c2)C(=O)N([C@H](C)CO)C[C@H](C)[C@H](CN(C)Cc2ccccc2)O3)c1	-1.2	4.1&6.0	15.6&34.9	-0.9&6.6
COc1cccc(C#Cc2ccc([C@H]3[C@@H](CO)N4C(=O)CN(C(=O)c5ccncc5)C[C@H]34)cc2)c1	1.6	1.9	nt	-9.2
CC(=O)N(C)C[C@@H]1Oc2cc(C#Cc3cccc(F)c3)ccc2S(=O)(=O)N([C@@H](C)CO)C[C@@H]1C	-3.5	7.0	43.5	-28.0
CO[C@@H]1CN(C)C(=O)c2cc(NC(=O)C3CCCC3)ccc2OC[C@@H](C)N(CCC(F)(F)F)C[C@H]1C	2.9	nt	19.4	nt
CO[C@H]1CN(C)C(=O)c2ccc(NC(C)=O)cc2OC[C@@H](C)N(C(=O)c2ccccc2)C[C@@H]1C	1.7	1.1	-49.6	-0.8
Cc1ccc(CN2CC(=O)N3[C@H](CO)[C@@H](c4ccc(Br)cc4)[C@H]3C2)cc1	-3.5	-2.0	nt	4.9
COc1ccc(NC(=O)N(C)C[C@H]2Oc3ccc(NC(=O)CCCCCC(=O)Nc4ccccc4N)cc3C(=O)N([C@@H](C)CO)C[C@@H]2C)cc1	1.4	2.2	nt	36.8
CN(C)C(=O)[C@H]1[C@H](CO)[C@H]2Cn3c(cccc3=O)[C@@H]1N2C(=O)c1ccccc1	-1.8	-2.3	31.0	5.6
C[C@@H]1CN([C@H](C)CO)C(=O)c2cccc(NC(=O)c3ccncc3)c2O[C@H]1CN(C)S(=O)(=O)c1ccccc1	-0.1	-0.9	-13.8	1.4
CCNC(=O)C[C@H]1CC[C@@H]2[C@H](COc3ccc(NC(=O)Nc4ccc(Cl)cc4)cc3C(=O)N2C)O1	-1.3	3.6	34.8	-0.5
O=C(Cc1ccccc1)N1CC(=O)N2[C@@H](CO)[C@H](c3ccc(-c4cccc(F)c4)cc3)[C@@H]2C1	-1.5	-1.0	nt	-11.1
CNC[C@H]1OCCCC[C@@H](C)Oc2ccc(NS(=O)(=O)c3ccccc3)cc2C(=O)N([C@@H](C)CO)C[C@H]1C	-2.0	-3.2	-24.9	nt

The last 3 compounds of the part above are carried over, then new ones follow:
SMILES	KDM4C inh	C diff HTS	Tcruzi prolif	Pf Dd2 inh
CCNC(=O)C[C@H]1CC[C@@H]2[C@H](COc3ccc(NC(=O)Nc4ccc(Cl)cc4)cc3C(=O)N2C)O1	-1.3	3.6	34.8	-0.5
O=C(Cc1ccccc1)N1CC(=O)N2[C@@H](CO)[C@H](c3ccc(-c4cccc(F)c4)cc3)[C@@H]2C1	-1.5	-1.0	nt	-11.1
CNC[C@H]1OCCCC[C@@H](C)Oc2ccc(NS(=O)(=O)c3ccccc3)cc2C(=O)N([C@@H](C)CO)C[C@H]1C	-2.0	-3.2	-24.9	nt
O=C(C[C@H]1C=C[C@@H](NC(=O)Nc2ccc3c(c2)OCO3)[C@H](CO)O1)NCc1ccc2c(c1)OCO2	1.3	-2.9	-2.8	-4.9
C[C@@H]1CN([C@@H](C)CO)C(=O)c2cc(C3=CCCC3)cnc2O[C@H]1CN(C)C(=O)CN(C)C	-0.6	-0.6	nt	-2.3
CCCC#Cc1ccc([C@@H]2[C@H](C#N)N(C(=O)C3CCC3)[C@H]2CO)cc1	-0.1	0.4	?	-46.1
O=C(Nc1ccc(F)cc1)N[C@@H]1CC[C@@H](CC(=O)N2CCCCC2)O[C@@H]1CO	-1.1	-1.5	29.6	5.2
CC(C)NC(=O)N(C)C[C@@H]1Oc2ccc(NS(=O)(=O)c3ccc(Cl)cc3)cc2C(=O)N([C@H](C)CO)C[C@@H]1C	-0.8	-1.1	8.4	-18.1
CCCNC(=O)N[C@H]1CC[C@@H](CC(=O)NCCc2ccccc2)O[C@H]1CO	0.8	nt	-31.4	15.6
COc1ccc(S(=O)(=O)N2CC[C@@H]3[C@H]2c2cc(C#Cc4ccccc4OC)ccc2N[C@@H]3CO)cc1	-1.4	-0.1	107.4*	-83.3*
COc1ccc(S(=O)(=O)N(C)C[C@@H]2OCc3ccccc3-c3ccccc3C(=O)N([C@H](C)CO)C[C@H]2C)cc1	0.2	nt	58.1	-44.2
CC(=O)N(C)C[C@H]1Oc2cc(-c3cccc(C#N)c3)ccc2S(=O)(=O)N([C@H](C)CO)C[C@@H]1C	0.8	-0.3	-3.2	22.1
COCC(=O)N[C@H]1C=C[C@@H](CC(=O)N2CCCCC2)O[C@H]1CO	2.1	nt	-11.3	-6.9
O=C(CN1CCOCC1)N1CCCCN2[C@H](CO)[C@H](c3ccc(C#Cc4ccccc4F)cc3)[C@@H]2C1	1.1	-23.6	105.9*	6.4
CN1c2ccc(-c3ccccc3)cc2[C@@H]2[C@@H](CCN2S(=O)(=O)c2ccccc2F)[C@H]1CO	0.2	-10.3	40.4	7.8
CCCC#Cc1ccc([C@@H]2[C@@H](C#N)N(C(=O)C3CCOCC3)[C@H]2CO)cc1	-1.1	-2.1	63.1	-23.3
CC(=O)N(C)C[C@@H]1Oc2cc(C#CC(C)C)ccc2S(=O)(=O)N([C@@H](C)CO)C[C@@H]1C	1.5	-3.8	22.5	-15.0
CC(C)NC(=O)N(C)C[C@H]1OCCCC[C@H](C)Oc2ccc(NS(C)(=O)=O)cc2C(=O)N([C@@H](C)CO)C[C@@H]1C	1.8	nt	-30.2	33.2
C[C@H](CO)N1C[C@H](C)[C@H](CN(C)C(=O)c2ccccc2F)Oc2ncc(-c3cccnc3)cc2C1=O	-1.6	-3.6	34.6	31.1
O=C(N[C@H]1C[C@@H]2O[C@H](CO)CC[C@@H]2O[C@@H]1CCc1ccc(-c2ccccc2)cc1)c1cnccn1	nt	-3.5	nt	-20.6
O=C(C1CC1)N1CCCCN2[C@H](CO)[C@@H](c3ccc(C#CC4CCCC4)cc3)[C@H]2C1	1.5	-2.7	40.0	-21.6
CS(=O)(=O)N1[C@H](C(=O)O)[C@@H](CO)[C@@H]2Cn3c(ccc(-c4ccc(F)cc4)c3=O)[C@@H]21	2.1	11.6	13.6	nt
C[C@H](CO)N1C[C@H](C)[C@H](CN(C)Cc2ccccn2)Oc2cc(-c3ccccc3)ccc2S1(=O)=O	-0.9	1.6	-137.3	-17.2
C[C@H]1CN([C@@H](C)CO)C(=O)Cc2cc(NC(=O)c3ccncc3)ccc2O[C@H]1CN(C)C(=O)NC1CCCCC1	-1.1	-1.2	42.8	22.5
O=C(C1CC1)N1CC2(C1)[C@H](c1ccccc1)[C@H](CO)N2Cc1ccccc1F	0.8	-3.4	nt	-17.2
CCN1[C@@H]2Cn3c(ccc(-c4ccc(F)cc4)c3=O)[C@H]1[C@@H](C(=O)Nc1nccs1)[C@@H]2CO	0.8	0.6	3.7	nt
C[C@@H](O)C#Cc1ccc([C@H]2[C@H](CO)N3CCCCN(C(=O)c4ccc5c(c4)OCO5)C[C@@H]23)cc1	0.3	0.1	9.8	22.3
C[C@@H]1CCCCO[C@@H](CN(C)C(=O)Nc2ccccc2)[C@H](C)CN([C@@H](C)CO)C(=O)c2cc(NC(=O)Cc3ccccc3)ccc2O1	-1.1	nt	-28.5	-25.9
CO[C@@H]1CN(C)C(=O)c2cc(NS(C)(=O)=O)ccc2OC[C@@H](C)N(C(=O)C2CCCC2)C[C@H]1C	0.9	nt	0.4	nt
O=C(C[C@H]1CC[C@H](NC(=O)C2CC2)[C@H](CO)O1)NCCCN1CCOCC1	-0.5	nt	-38.2	21.2
CCCC(=O)Nc1ccc2c(c1)C(=O)N(C)[C@H]1CC[C@H](CC(=O)NC3CCCC3)O[C@H]1CO2	0.5	4.0	-1.0	5.1
